# JMJD2A Tudor – qHTS Assay for Inhibitors of JMJD2A-Tudor Domain. AID 504339, 2011. Lysine-specific demethylase 4A (Homo sapiens), O75164. hit rate 4.4% among 390,000. Potency, µM (doses to about 114 µM), without a hit: at the highest dose activity change, negative = inhibition, actives largely listed as inhibitors. AlphaScreen JMJD2A-Tudor / H3K4me3 peptide binding; note: potency is the fitted concentration of half-maximal effect; % is set by controls: 0 for no effect and ±100 for the full control effect; nearly all actives have a fitted effect of over 50% in size
# PI4K2A inh – qHTS for small molecular inhibitors of PI4K2A | Phosphatidylinositol 4-kinase type 2-alpha (Homo sapiens), Q9BTU6 | hit rate 0.13% among 420,000 | activity change, negative = inhibition, % at 76.9 µM | purified PI4K2A, ADP-Glo luminescence, 1 h; stronger effect = lower value; in the data active = activity change below about -50%; inconclusive = mostly about -30% to -49%;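 note: -100% = wells without enzyme as full effect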
#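 ADP-Glo luminescence measured ADP generated by PI4K2A enzyme (4 ug/mL before mixing) with 1.2 mM PI substrate (pre-mix) and 300 microM ATP (pre-mix). Tris pH7.5 buffer with MgCl2, Triton X-100; 1 h reaction at ambient temperature.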
# Pin1 inh – qHTS Assay to Find Inhibitors of Pin1; hit rate 0.009% among 390,000; Pin1 FP peptide displacement, HiFluor488, 10 min; AID 504891, 2011; Potency, µM (series often up to 115 µM), for the others: at the highest dose activity, negative = inhibition, actives largely listed as inhibitors; active = well fitted inhibition curve with a large enough effect in the polarisation, with a control signal flat, not every such curve was filed as active; inconclusive = small, poorly fitted or top-dose-only effect, or effect the other way, or a change in a side signal; inactive = no such curve, though single readings can be large or run the other way; the % refers to the polarisation; note: potency is the fitted concentration of half-maximal effect; % is set by controls: 0 for no effect and ±100 for the full control effect
# Target sequence (Q13526 whole entry, looked up): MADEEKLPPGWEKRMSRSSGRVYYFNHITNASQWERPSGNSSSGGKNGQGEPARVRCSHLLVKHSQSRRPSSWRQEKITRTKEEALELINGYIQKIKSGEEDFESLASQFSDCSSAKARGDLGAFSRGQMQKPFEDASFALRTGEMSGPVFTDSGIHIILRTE
# Tb PGK inh – qHTS Assay to Find Inhibitors of Phosphoglycerate Kinase; Potency, µM (series often up to 57.5 µM), without a hit: at the highest dose activity change, negative = inhibition, usual class: inhibitors; PGK/GAPDH coupled, Kinase-Glo luminescence, 60 min; hit rate 0.043% among 380,000; Phosphoglycerate kinase, glycosomal (Trypanosoma brucei brucei), P07378; note: potency is the fitted concentration of half-maximal effect; % is set by controls: 0 for no effect and ±100 for the full control effect; nearly all actives have a fitted effect of over 60% in size
# Target sequence (P07378 whole entry, looked up): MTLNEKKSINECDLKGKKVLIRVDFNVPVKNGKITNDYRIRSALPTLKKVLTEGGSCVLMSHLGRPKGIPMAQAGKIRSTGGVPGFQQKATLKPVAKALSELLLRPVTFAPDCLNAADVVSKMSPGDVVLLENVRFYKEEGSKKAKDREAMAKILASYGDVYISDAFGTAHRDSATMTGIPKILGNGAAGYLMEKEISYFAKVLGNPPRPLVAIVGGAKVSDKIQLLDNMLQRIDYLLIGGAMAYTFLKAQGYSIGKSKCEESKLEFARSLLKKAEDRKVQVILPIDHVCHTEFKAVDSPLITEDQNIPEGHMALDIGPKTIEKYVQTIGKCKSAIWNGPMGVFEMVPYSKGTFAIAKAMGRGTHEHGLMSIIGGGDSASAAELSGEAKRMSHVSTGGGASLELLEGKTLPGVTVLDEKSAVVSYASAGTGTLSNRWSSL
#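 Luminescent ATP detection (Kinase-Glo Plus) follows a 60-minute room-temperature incubation, with wells lacking PGK as controls. Buffer: 100 mM TEA (pH 7.6), 5 mM MgCl2, 0.01% Tween-20. Coupling enzyme GAPDH (100 nM final) supplies unstable 1,3-BPG in-well.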
# G9a inh – qHTS Assay for Inhibitors of Histone Lysine Methyltransferase G9a. Histone-lysine N-methyltransferase EHMT2 (Homo sapiens), Q96KQ7. AID 504332, 2011. hit rate 8.8% among 350,000. G9a H3K9 monomethylation, AlphaScreen, 2 h. Potency, µM (top dose mostly 102 µM), inactives show at the top dose activity, negative = inhibition, actives largely listed as inhibitors; note: potency is the fitted concentration of half-maximal effect; % is set by controls: 0 for no effect and ±100 for the full control effect; nearly all actives have a fitted effect of over 75% in size
#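 Compounds were preincubated with 20 nM G9a for 15 min, after which biotinylated H3K9 peptide (500 nM) and SAM (20 uM) started a 2 h room-temperature reaction. Monomethylated product was quantified by antibody-based AlphaScreen chemiluminescence.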
# GLS inh – qHTS for Inhibitors of Glutaminase (GLS) | hit rate 0.21% among 410,000 | Potency, µM (top dose mostly 45.5 µM), inactives show at the highest dose activity change, negative = inhibition, usual class: inhibitors | Glutaminase kidney isoform, mitochondrial (Homo sapiens), O94925 | GLS enzymatic activity, qHTS titration; note: potency is the fitted concentration of half-maximal effect; % is set by controls: 0 for no effect and ±100 for the full control effect
#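 Compounds were pin-transferred onto hKGA, after which L-glutamine (1 mM solution) and a detection mix of glutamate oxidase, HRP and Amplex Red were added. Initial and 30 min RT fluorescence reads were collected.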
# HP1b binding inh – HTS for Inhibitors of HP1-beta Chromodomain Interactions with Methylated Histone Tails | Chromobox protein homolog 1 (Homo sapiens), P83916 | AlphaScreen HP1-beta / biotin-H3K9me3 peptide binding | Potency, µM (top dose mostly 114 µM), for the others: at the highest dose activity change, negative = inhibition, hits mostly inhibitors | hit rate 0.56% among 390,000 | AID 540317, 2011; note: potency is the fitted concentration of half-maximal effect; nearly all actives have a fitted effect of over 70% in size; inactives centre near 23
#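 Compound inhibition of the preformed complex between 50 nM HP1-beta and 50 nM biotinylated H3K9me3 peptide was read by AlphaScreen. Buffer was PBS pH 7.4 with 0.01% Tween-20. Incubations ran 30 min at room temperature, with 10 ug/mL donor/acceptor beads.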
# BAZ2B block – qHTS Assay for Inhibitors of BAZ2B; Bromodomain adjacent to zinc finger domain protein 2B (Homo sapiens), Q9UIF8; Potency, µM (series often up to 114 µM), for inactives: at the highest dose activity change, negative = inhibition, hits mostly inhibitors; AlphaScreen BAZ2B-H3K14Ac peptide displacement; hit rate 4.4% among 360,000; note: potency is the fitted concentration of half-maximal effect; % is set by controls: 0 for no effect and ±100 for the full control effect; nearly all actives have a fitted effect of over 60% in size
#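 Protein-peptide AlphaScreen: BAZ2B 50 nM, b-H3K14Ac 50 nM, 1x PBS pH 7.4 + 0.01% Tween-20. Preincubation 30 min RT; cpd 30 min RT (top 110 uM); beads 20 min RT, light-protected.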
# ERG Ets-DNA blk – qHTS for Small Molecule Inhibitors of the ERG Ets/DNA interaction | hit rate 0.028% among 370,000 | Potency, µM (series often up to 76.9 µM), without a hit: at the top dose FP activity, negative = inhibition, hits mostly inhibitors | fluorescence polarization, His-ERG Ets domain / labelled DNA; active = well fitted inhibition curve with a large enough effect in the polarisation, with a control signal flat; inconclusive = small, poorly fitted or top-dose-only effect, or effect the other way, or a change in a side signal; inactive = no such curve, though single readings can be large or run the other way; the % refers to the polarisation;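 note: polarization taken with two DNA probes labelled with fluorescein and Texas red; potency is the fitted concentration of half-maximal effect; % of control where 0% means no effect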
# Target sequence (P11308 whole entry, looked up, the tested form may be a part): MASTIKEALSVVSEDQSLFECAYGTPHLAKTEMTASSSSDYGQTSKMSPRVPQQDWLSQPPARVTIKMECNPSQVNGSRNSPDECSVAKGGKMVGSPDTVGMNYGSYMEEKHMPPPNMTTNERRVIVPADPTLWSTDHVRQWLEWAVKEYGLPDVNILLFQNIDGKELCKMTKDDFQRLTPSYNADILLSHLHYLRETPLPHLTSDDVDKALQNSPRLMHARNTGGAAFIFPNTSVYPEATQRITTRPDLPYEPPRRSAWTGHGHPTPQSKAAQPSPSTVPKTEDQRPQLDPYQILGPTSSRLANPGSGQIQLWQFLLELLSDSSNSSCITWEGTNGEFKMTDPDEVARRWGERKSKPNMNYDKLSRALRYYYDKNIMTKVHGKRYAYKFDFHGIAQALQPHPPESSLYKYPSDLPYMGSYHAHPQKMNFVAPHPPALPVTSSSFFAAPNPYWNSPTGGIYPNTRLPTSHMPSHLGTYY
#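 His-tagged ERG Ets domain (1 uM in the protein solution; 300mM KCl, 50mM Tris-HCl, 1mM EDTA, 1mM DTT, pH 7.5) received compound, then a probe mix of 5 nM fluorescein-DNA and 100nM Texas-615-DNA. Fluorescence polarization was read for both dyes.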
# * hit, by the source's call; i = inactive; ? = inconclusive; nt = not tested or not shown; & = joins results of further samples; [ ] = another dose, or the depositor's remark. Unless noted, calls come from the whole dose curve; as a rule, active = well fitted curve in the direction sought with a large enough effect; inconclusive = small, poorly fitted or top-dose-only effect, or another doubt; inactive = no such curve, though single readings can be large; an effect the other way counts as inactive or inconclusive.
molecule,JMJD2A Tudor,PI4K2A inh,Pin1 inh,Tb PGK inh,G9a inh,GLS inh,HP1b binding inh,BAZ2B block,ERG Ets-DNA blk
N#C/C(=C\c1ccncc1)c1ccccn1,-2.7%,-0.9,-1.4%,0.0%,15.3%,-0.7%,19.5%,2.6%,-6.0%
Cc1cccc(N2CCN(C(=O)C3CCN(S(=O)(=O)c4cn(C)cn4)CC3)CC2)c1C,-10.9%,-1.1,2.9%,i,10.9%[59 µM],5.2%,14.2%,-17.0%,-2.2%
COC(=O)Cn1c(=NC(=O)CCS(=O)(=O)c2ccccc2)sc2c(OC)ccc(OC)c21,12.1%,-0.4,7.9%,-6.0%,?,-2.4%,61.9%[activator],-3.7%,-17.9%
COc1ccc(C(=O)CCC(=O)N2CCN(c3cccc(Cl)c3)CC2)cc1,-17.6%,-3.9,2.1%,i,nt,2.4%,24.1%,-11.5%,-3.2%
COCCCn1c(=N)c(C(N)=S)cc2c(=O)n3cccc(C)c3nc21,-30.0%,-4.9,-5.4%,-0.2%,nt,19.2%,1.2%,nt,3.0%
CCc1ccc2[nH]c(=O)c(Cc3ccccc3)c(O)c2c1,-15.3%,-1.2,8.1%,-2.6%,11.3%,3.6%,22.0%,-8.7%,-2.8%
Clc1ccccc1-c1nnc2sc(-c3ccccn3)nn12,0.0%[57.1 µM],-0.9,?,-8.5%,14.2%[59 µM],3.3%,40.0%[activator],2.0%,-2.7%
CSc1nc2nc3c(cc2c(=O)n1-c1ccccc1C)CCCC3,1.4%,5.4,3.1%,i,7.08µM*,2.1%,34.1%,-16.2%,11.8%
Cc1cc(OCC(=O)Nc2ccc(OCc3ccccc3)cc2)nc(C(C)C)n1,7.6%[57.1 µM],1.1,-0.4%,-0.1%,4.5%[59 µM],12.7%,34.4%[activator],9.6%,-6.2%
CCc1c(C(=O)Nc2ccc(S(=O)(=O)N3CCOCC3)cc2)csc1C,-25.6%,0.5,-2.8%,i,-36.0%[59 µM],1.5%,17.7%,0.1%,1.4%
CN(Cc1cnccn1)C(=O)C1CCC(=O)N(CCc2ccc(Cl)cc2)C1 (centres undefined),-9.0%,1.3,4.7%,i,1.9%,5.5%,35.9%,-1.0%,2.4%
COc1ccc(-c2cc(C(=O)N3CC4(C)CC3CC(C)(C)C4)no2)cc1 (centres undefined),-11.9%,1.0,-17.0%,i,?,-8.6%,33.5%,12.0%,-2.7%
CC(=O)Nc1nc2n(n1)C(c1ccc(F)cc1)C=C(c1ccccc1)N2 (centres undefined),?,-16.0,?,-8.8%,8.91µM*,?,24.5%,22.4µM*,-6.1%
CCc1noc(C)c1C(=O)NNC(=O)c1nn(C)c(=O)c2ccccc12,-1.3%,-3.5,-5.1%,-6.8%,-12.1%[2.33 µM],10.9%,25.1%,3.6%,-6.2%
COc1ccc(NC(=O)CN2CCN(C(C)=O)CC2)cc1S(=O)(=O)N1CCOCC1,9.4%,-3.3,-5.8%,-2.2%,nt,0.2%,40.2%[activator],nt,5.4%
Cc1cccc(/C=N/NC(=O)c2ccc(NC(=O)c3ccc(Cl)cc3)cc2)n1,-5.5%,-5.7,7.9%,-4.9%,14.7%,-0.6%,44.9%[activator],-1.9%,-2.8%
Cc1cc(C)cc(NC(=O)CSc2nc3c(c(=O)[nH]2)CN(Cc2ccc(F)cc2)CC3)c1,-14.6%&-21.6%,2.9&2.8,0.0%&26.5%,-3.8%&-6.6%,-5.0%[59 µM],-5.9%&10.6%,6.1%&25.2%,-8.0%&-5.5%,3.2%&15.2%
NS(=O)(=O)c1ccc(NC(=O)COC(=O)Cn2cnc3ccccc3c2=O)cc1,-5.6%,1.4,-3.8%,i,nt,9.0%,29.0%,nt,1.6%
Cc1ccc(NC(=O)c2cnc3ccccc3n2)cc1C,-6.4%,1.5,-3.7%,-0.6%,11.1%[59 µM],-1.6%,7.0%,-11.1%,-12.7%
CC(C)C(=O)Nc1ccc(N2CCOCC2)c(S(=O)(=O)Nc2ccccc2Cl)c1,-15.1%,-2.8,-0.1%,-10.7%,nt,9.5%,22.8%,nt,2.4%
Cc1ccc2c(c1)[C@H]1[C@H](CO2)[C@H](c2ccccc2)[C@]2(C)C(=O)Nc3cc(F)c(F)cc3C(=O)N12,-22.9%,0.3,14.5%,-4.3%,nt,-1.5%,17.8%,nt,-1.9%
COc1ccc(CCn2nnnc2C(CC(C)C)N2CCN(c3ncccn3)CC2)cc1OC (centres undefined),-6.4%,-2.1,2.0%,-7.3%,17.5%[59 µM],-0.6%,51.6%[activator],1.6%,5.1%
COCCNC(=O)Cn1cnc2c1c(=O)n(C)c(=O)n2C,-7.8%,0.8,5.2%,-12.2%,7.9%,1.9%,12.9%,12.3%,-1.3%
N/C(CS(=O)(=O)c1ccc(F)cc1)=N\O,-8.3%,4.4,2.7%,i,1.3%,12.7%,65.1%[activator],-13.5%,13.2%
Cc1ccc(Cl)cc1NC(=O)Cn1c(=O)n(C(C)C)c(=O)c2oc3ccccc3c21,-17.2%,0.0,27.9%,i,3.0%[59 µM],?,24.1%,-4.9%,0.0%
CSCCC(NC(=O)c1ccccc1)C(=O)N1CC=C(c2ccccc2)CC1 (centres undefined),?,-1.9,-7.7%,-9.8%,45.7%[12.7 µM],0.1%,14.6%,15.8%,-10.6%
CCCCN1CC(=O)N2Cc3[nH]c4ccccc4c3C[C@H]2C1=O,-14.0%,1.5,-9.3%,0.6%,12.3%,8.7%,8.4%,-3.0%,-4.5%
COc1cccc(/C=C/C(=O)OCC(=O)Nc2cccc(S(=O)(=O)N(C)C)c2)c1,-16.0%,-1.0,18.8%,-3.8%,23.5%[59 µM],1.8%,14.7%,-19.3%,14.5%
O=C1C(=O)N(C2CCN(C(=O)c3ccccc3Cl)CC2)CCN1Cc1ccc(F)cc1,-2.9%,-1.9,2.5%,-10.0%,3.6%[59 µM],0.0%,5.5%,0.1%,-1.1%
CC(=O)c1cccc(NC(=O)CCCSc2nc(-c3ccco3)cc(C(F)(F)F)n2)c1,6.9%,1.5,17.1%,-2.6%,12.7%[59 µM],-5.1%,24.5%,5.3%,-4.1%
Nc1nnc(CC(=O)N/N=C\c2ccc(-c3cccc(Cl)c3)o2)s1,?,-25.9,8.7%,-6.7%,3.6%[12.7 µM],1.5%,30.5%,-35.5%,-4.8%
O=C(CN1C(=O)CSc2ccc(S(=O)(=O)N3CCCC3)cc21)NCc1ccccc1Cl,-17.9%,0.6,1.2%,-11.1%,-4.1%[59 µM],-10.3%,14.9%,-16.9%,-0.9%
O=C(NCc1cccnc1)/C(=C/c1ccc(-c2ccc(Cl)cc2)o1)S(=O)(=O)c1ccccc1,?,2.9,45.2%[activator],-9.0%,-0.4%[59 µM],-4.3%,-8.9%,?,-12.5%
O=C(CSc1nncn1-c1cccnc1)Nc1ccccc1[N+](=O)[O-],-9.9%,1.6,8.0%,2.9%,16.5%,3.3%,145.2%[activator],-16.9%,-5.7%
S=c1[nH]ccc2ccccc12,-17.4%,-2.2,-0.2%,-3.4%,nt,-6.8%,28.4%,nt,0.5%
CN(C)S(=O)(=O)c1ccc(-c2ccccc2)cc1,8.3%,2.2,-6.4%,-3.2%,18.7%[59 µM],5.7%,40.3%[activator],-4.4%,-0.1%
O=C(CCc1c[nH]c2ccccc12)NCC(=O)Nc1ccc(F)c(F)c1F,-1.0%,-7.3,-1.6%,-6.3%,-1.5%,2.8%,15.1%,nt,-18.2%
COc1ccc(OCCOC(=O)CNC(=O)c2ccc(Cl)cc2Cl)cc1,-4.1%,-3.2,-3.6%,-5.1%,-48.1%,3.6%,27.7%,11.1%,3.7%
Clc1ccc2nc(CSc3nnc4ccccn34)cn2c1,-4.3%,-2.8,1.1%,2.9%,-25.6%,-0.4%,32.1%[activator],-27.0%,-0.7%
COc1ccc(C=Nc2cccc3ncccc23)cc1,-0.3%,-2.0,-7.7%,nt,-38.4%,16.1%,54.2%[activator],-31.1%,7.2%
COc1cccc(OC)c1OCCCOc1cccc2cccnc12,-14.5%,-2.6,-15.6%,-9.2%,14.8%,-6.1%,24.0%,-18.7%,7.9%
CC(C)CN(C(=O)CSc1nnc2ccccn12)c1c(N)n(CC(C)C)c(=O)[nH]c1=O,-6.0%,1.3,-7.4%,-10.4%,44.7µM*,3.9%,9.5%,-2.3%,1.6%
COc1cc2c(C(=O)NCCCN3CCN(c4cccc(Cl)c4)CC3)cn(C)c(=O)c2cc1OC,-27.0%,-4.2,7.7%,-3.7%,34.2%[0.501 µM],17.6%,4.8%,?,6.4%
CC(=O)Nc1cccc(NC(=O)c2ccc3c(c2)CCN3S(C)(=O)=O)c1,-4.7%,1.6,-1.6%,-9.8%,53.6%[activator],-0.7%,27.4%,6.1%,2.2%

# Screens from PubChem BioAssay.
